PPARg SRC3 recr = agonists of human PPARgamma SRC-3 coactivator recruitment; P37231; biochemical PPARgamma/SRC-3 coactivator recruitment assay; activation, % at 8 µM; 0.26% of 200,000 active; AID 731; in the data active = activation above about 23%;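 note: 0% = DMSO and 100% = reference agonist; some compounds past the cut are filed as inactive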
Target sequence (P37231 whole entry, looked up): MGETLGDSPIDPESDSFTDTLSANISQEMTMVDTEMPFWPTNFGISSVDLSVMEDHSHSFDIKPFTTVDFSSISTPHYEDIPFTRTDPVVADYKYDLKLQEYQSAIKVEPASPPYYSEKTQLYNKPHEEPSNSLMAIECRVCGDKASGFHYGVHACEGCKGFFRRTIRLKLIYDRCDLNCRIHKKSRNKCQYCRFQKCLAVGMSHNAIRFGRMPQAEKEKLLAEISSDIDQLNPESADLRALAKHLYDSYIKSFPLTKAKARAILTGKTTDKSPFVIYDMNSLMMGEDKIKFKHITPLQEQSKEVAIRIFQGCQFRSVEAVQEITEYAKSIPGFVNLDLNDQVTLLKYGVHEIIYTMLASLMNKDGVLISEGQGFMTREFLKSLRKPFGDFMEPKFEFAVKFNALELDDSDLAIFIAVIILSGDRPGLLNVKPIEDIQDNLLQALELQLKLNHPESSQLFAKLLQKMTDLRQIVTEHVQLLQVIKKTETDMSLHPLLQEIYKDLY
bIAP inhibitor = intestinal alkaline phosphatase (bovine) inhibition. purified bovine IAP, CDP-star luminescence, 30 min. inhibition, % at 20 µM. 190,000 tested, under 10 active. AID 1019;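 active = over 50% inhibition of intestinal alkaline phosphatase at 20 µM in the single-dose screen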
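System: Purified bovine intestinal alkaline phosphatase (IAP) enzyme | Input: IAP diluted 1/65,000,000 in the well | Also added: CDP-star chemiluminescent phosphatase substrate, 30 µM final | Dosing: 20 µM single dose | Times: Enzyme reaction for 30 min at room temperature | Detection: Luminescence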
ROMK mod = modulates human ROMK potassium channel activity; 2% of 130,000 active; Tet-inducible ROMK, thallium flux fluorescence; actives lie on both sides; AID 1918; B-score at 10 µM;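 active = signal ratio slope over the read window, or its plate-corrected B-score, at least 3 SD from the plate mean, either direction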;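 note: B-score of the F/F0 ratio slope over 7 to 12 s after thallium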
TR-FRET SRC-2 ct = counter-screen for PPARgamma SRC-2 recruitment agonists: TR-FRET artefact | active compounds read high | TR-FRET ratio at 8 µM | 0.4% of 200,000 active; in the data active = TR-FRET ratio above about 2000; note: inactives centre near 1500; reference of the scale not given here
Redox H2O2 prof = compounds producing H2O2 with reducing agent – biochemical, NIH compound library profiling, artefact control for MLSCN library redox annotation, primary screen; DTT-dependent redox cycling H2O2, phenol red/HRP absorbance; 100% = 100 µM peroxide control, 0% = buffer; activation, % at 10 µM; 0.03% of 200,000 active; AID 878;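 active = activation of at least 50% relative to the plate's high and low controls in the primary single-dose screen; inactive = activation below 50%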;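 note: compound incubated with DTT at 0.8 mM final as the reducing agent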
bIAP activator = increases bovine intestinal alkaline phosphatase activity; AID 1016; purified bovine IAP, CDP-star luminescence, 30 min; active compounds read high; fold of DMSO-control signal, blank-subtracted; activation factor at 20 µM; 0.17% of 200,000 active;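 active = activation factor of 2 or more at 20 µM, a signal rise over negative controls twice the positive control's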
Lmaj promast = Leishmania major promastigote growth inhibition | Leishmania major promastigotes, resazurin fluorescence viability | inhibition, % at 10 µM | 9% of 200,000 active | AID 1063; in the data active = inhibition above about 50%;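 note: promastigotes grown with compound for 44 hours at 28 °C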
S1P3 antag = antagonists of human S1P3 receptor; Q99500; 0.27% of 170,000 active; inhibition, % at 4.98 µM; CHO S1P3 NFAT-BLA reporter, FRET fluorescence, antagonist mode;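 active = inhibition above the plate cutoff, the mean inhibition of test wells on that plate plus 3 SD, cut at about 28% in these data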;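 note: cells challenged with S1P at its EC80 of 0.8 µM; blue over green emission ratio from cleaved BLA substrate after 4 h stimulation; 0% = S1P-stimulated wells and 100% = unstimulated DMSO-only wells; some compounds past the cut are filed as inactive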
Target sequence (Q99500 whole entry, looked up): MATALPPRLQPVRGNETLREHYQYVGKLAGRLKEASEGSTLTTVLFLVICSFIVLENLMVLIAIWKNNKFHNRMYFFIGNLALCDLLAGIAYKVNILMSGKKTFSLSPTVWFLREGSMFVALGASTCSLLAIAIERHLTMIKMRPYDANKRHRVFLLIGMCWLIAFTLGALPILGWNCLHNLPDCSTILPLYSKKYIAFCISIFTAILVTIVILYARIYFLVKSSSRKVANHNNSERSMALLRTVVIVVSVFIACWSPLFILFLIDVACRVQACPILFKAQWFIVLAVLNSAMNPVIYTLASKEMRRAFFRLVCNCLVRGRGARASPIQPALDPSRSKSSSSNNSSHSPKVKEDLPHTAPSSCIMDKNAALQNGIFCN
TLR4-MyD88 BLA = inhibitors of human TLR4-MyD88 binding | HeLa CL3-4 TLR4/MyD88 BLA complementation, FRET ratio | inhibition, % at 8.4 µM | 0.18% of 200,000 active | O00206+Q99836; in the data active = inhibition above about 25%;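 note: 0% = vehicle and 100% = reference inhibitor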
PPARg SRC-2 ag = PPARgamma-driven SRC-2 recruitment agonism | P37231 | PPARgamma LBD-SRC-2 recruitment, biochemical | activation, % at 8 µM | 0.34% of 200,000 active | AID 1032; in the data active = activation above about 22%;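 note: 0% = vehicle and 100% = reference agonist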
PPARg SRC-1 ag = PPARgamma-driven SRC-1 recruitment agonism; PPARgamma-SRC-1 coactivator recruitment biochemical assay; AID 631; 0.41% of 200,000 active; activation, % at 8 µM; P37231; in the data active = activation above about 19%;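 note: 0% = DMSO and 100% = reference agonist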
* = called active by the depositor; · = no result given.

SMILES	PPARg SRC3 recr	bIAP inhibitor	ROMK mod	TR-FRET SRC-2 ct	Redox H2O2 prof	bIAP activator	Lmaj promast	S1P3 antag	TLR4-MyD88 BLA	PPARg SRC-2 ag	PPARg SRC-1 ag
CC(C)CNC(=O)c1ccccc1NC(=O)CN(c1ccccc1)S(=O)(=O)N(C)C	-1	3	-0.35	1438	0.7	1	1	-9	-4	-4	4
COc1ccc(-c2cnn(C3CCS(=O)(=O)C3)c2N)cc1 (stereo not given)	5	0	-0.39	1541	-0.1	1	-1	·	-3	11	-8
Nc1nc(N2CCOCC2)nc(N(c2ccccc2)c2ccccc2)n1	-5	2	·	1674	-0.6	1	-5	-20	2	-4	-7
O=C(OCc1ccccc1)N1CCOCCOCCN(C(=O)OCc2ccccc2)CCOCCOCC1	-14	-2	·	1305	2.3	1	61*	·	8	7	2
CC1(C)CC(=O)C(C(=O)CCCCC(=O)C2C(=O)CC(C)(C)CC2=O)C(=O)C1	-6	12	0.17	1497	-1.6	0.9	-7	1	0	-6	-1
COC(=O)c1cc(NC(=O)Cc2ccc(OC)cc2)cc(C(=O)OC)c1	3	7	0.061	1486	0.2	0.9	9	·	1	-12	-1
Cc1ccc2[nH]c(=O)c(Cc3ccccc3)c(O)c2c1	0	-1	·	1610	-1.1	1	-2	-7	13	-2	-6
Cc1ccc(Nc2nc(NCCCN3CCOCC3)nc(N)c2[N+](=O)[O-])cc1	10	18	-1.3	1812	-0.4	0.8	51*	10	1	4	3
O=C(CN(Cc1cccs1)C(=O)CNS(=O)(=O)c1ccccc1)NC1CCCC1	0	2	0.065	1632	0.2	1	-4	-4	7	-1	-2
CC[n+]1ccc(C)c2cc(S(=O)C(F)(F)F)ccc21 (stereo not given)	4	5	0.15	1498	3.9	1	10	19	-4	6	5
CCC(C)NC(=O)c1ccc(CS(=O)(=O)Cc2ccc(Cl)cc2)o1 (stereo not given)	-8	-2	-0.36	1512	0.2	1	-3	·	4	-1	2
CCOc1ccc(CNC(=O)CCCc2cn(C)c3ccccc23)cc1OC	1	6	-0.47	1774	0.6	0.9	3	-1	-7	1	3
COc1cc2c(=O)c(-c3ccc(O)cc3)coc2cc1OC1OC(CO)C(O)C(O)C1O (stereo not given)	0	-8	0.54	1484	1.1	1.1	-6	-10	-3	2	4
Nc1ccc(Cc2nc3c(ccc4ccccc43)[nH]2)cc1	-5	2	·	1370	-3.7	1	47	·	6	-5	-9
CCN1C(=O)C(O)(CC(=O)/C=C/C=C/c2ccccc2)c2ccccc21 (stereo not given)	-4	11	-0.19	1544	-7.1	0.9	75*	·	10	4	4
CN(C)c1ccc(C(=S)N2CCN(c3ccccc3)CC2)cc1	-3	20	0.26	1481	0.9	0.8	-10	-24	-3	-8	-8
CCCCNC1=NCCS1	4	10	0.98	1584	-0.3	0.9	-7	-14	0	3	6
O=C(CSc1ncn(-c2ccccc2)n1)c1cccs1	4	·	·	1605	1.7	0.4	1	9	-9	6	0
CC(C)OC(=O)C(CC(=O)O)NCc1ccccc1 (stereo not given)	-4	3	0.056	1382	-4.0	1	-5	·	9	-5	-3
CCN(CC)C(=O)c1cc2c(=O)n3cccc(C)c3nc2n1C	2	-21	0.95	1500	1.5	1.2	-3	0	9	1	6
COc1ccc(N2C(=O)NC(NC(=O)c3cccnc3)(C(F)(F)F)C2=O)cc1 (stereo not given)	5	0	·	1649	-0.2	1	-6	-23	-1	10	7
CC(C)=CCC/C(C)=C/C=N/NC(=O)c1ccc([N+](=O)[O-])cc1	-4	24	·	1580	0.2	0.8	2	-8	15	0	-5
CCC(C)(C)NC(=O)C(Sc1ccccc1)c1ccccc1 (stereo not given)	0	3	0.89	1839	0.3	1	19	7	-1	10	7
COc1cc(C)c(S(=O)(=O)N2CCN(C)CC2)cc1C	8	3	·	1396	0.8	1	8	-9	3	-2	4
Cc1cc(=O)n2[nH]c(-c3ccco3)nc2n1	7	-6	0.00085	1677	0.3	1.1	-2	·	-13	3	2
CCOc1ccc(NC(=O)c2cnccn2)cc1	-16	12	1.5	1394	1.2	0.9	-1	·	-3	1	-6
COc1ccc(-c2nc(N)nc(C)c2Oc2ccccc2Br)c(O)c1	-5	4	·	1387	1.0	1	30	-1	-8	-1	6
CC(C)(Oc1ccc(Cl)cc1)C(=O)N/N=C/c1cn[nH]c1-c1ccccc1	-5	-55	-0.98	1599	0.1	1.5	13	·	-1	14	2
COc1nc2ccccc2nc1OC	5	14	·	1577	0.9	0.9	-6	0	-6	15	1
COc1cc(/C=C/C(=O)O)cc(S(=O)(=O)Nc2ccccc2SC)c1OC	2	1	-0.02	1487	0.2	1	47	-2	-16	0	0
COc1ccc(-c2noc(CN3CCN(c4ccccc4F)CC3)n2)cc1OC	4	-8	·	1386	2.1	1.1	25	-36	3	2	6
CCSc1ccccc1C(=O)N1CCN(c2ccccc2F)CC1	1	0	-0.84	1379	0.4	1	-5	-10	6	4	-8
O=C(Nc1nc(-c2ccccc2)c(-c2ccccc2)s1)c1ccc(S(=O)(=O)N2CCCCC2)cc1	-3	17	·	1574	-0.1	0.8	99*	-15	-5	-2	-7
O=C(CSC(=S)N1CCOCC1)N1N=CCC1c1ccccc1 (stereo not given)	1	12	1.2	1654	0.1	0.9	-7	·	-13	11	1
CCN(CC)S(=O)(=O)c1ccc(NC2c3ccccc3C(=O)N2c2ccc(C)cn2)cc1 (stereo not given)	-11	4	·	1500	0.0	1	7	·	-5	-3	-4
C=CCNC(=O)CC(=O)N/N=C/c1cccc(Br)c1	-11	10	·	1519	11	0.9	-3	·	1	7	9

In a second layout: entries from further up
Fields – PPARg SRC3 recr	bIAP inhibitor	ROMK mod	TR-FRET SRC-2 ct	Redox H2O2 prof	bIAP activator	Lmaj promast	S1P3 antag	TLR4-MyD88 BLA	PPARg SRC-2 ag	PPARg SRC-1 ag
COc1cc(/C=C/C(=O)O)cc(S(=O)(=O)Nc2ccccc2SC)c1OC
 : 2	1	-0.02	1487	0.2	1	47	-2	-16	0	0
O=C(Nc1nc(-c2ccccc2)c(-c2ccccc2)s1)c1ccc(S(=O)(=O)N2CCCCC2)cc1
 : -3	17	·	1574	-0.1	0.8	99*	-15	-5	-2	-7
CCN(CC)S(=O)(=O)c1ccc(NC2c3ccccc3C(=O)N2c2ccc(C)cn2)cc1 (stereo not given)
 : -11	4	·	1500	0.0	1	7	·	-5	-3	-4
COc1ccc(-c2noc(CN3CCN(c4ccccc4F)CC3)n2)cc1OC
 : 4	-8	·	1386	2.1	1.1	25	-36	3	2	6
COc1ccc(-c2nc(N)nc(C)c2Oc2ccccc2Br)c(O)c1
 : -5	4	·	1387	1.0	1	30	-1	-8	-1	6

Continued.
SMILES	PPARg SRC3 recr	bIAP inhibitor	ROMK mod	TR-FRET SRC-2 ct	Redox H2O2 prof	bIAP activator	Lmaj promast	S1P3 antag	TLR4-MyD88 BLA	PPARg SRC-2 ag	PPARg SRC-1 ag
CN(/N=C/c1c[nH]c2ccccc12)c1cnn(-c2ccc(F)c(Cl)c2)c(=O)c1Cl	-1	21	-1.4	1466	0.6	0.8	6	·	22	-7	5
COc1ccc(NC(=O)c2oc3ccccc3c2NC(=O)C2CC2)cc1	1	0	·	1513	1.9	1	24	-86	-3	-8	-8
C[N+](C)(C)CCOP(=O)([O-])OC[C@H](O)CO	0	10	-1.1	1518	0.3	0.9	-4	-6	10	-2	4
Cc1cccnc1NC(=O)Nc1ccc(F)cc1	-11	3	-0.044	1480	2.4	1	-1	-14	6	-5	4
CCCC(=O)Nc1sc(C(=O)Nc2cccc(N)c2)c(C)c1C(=O)OC	4	0	-0.63	1297	-0.2	1	0	17	5	1	0
Cc1c(C(=O)c2ccc(Cl)c(Cl)c2)cnc2cc3c(cc12)OCO3	9	1	0.18	1735	-0.5	1	32	·	3	14	13
CCOc1cc(CNCC2CCCN2CC)cc(Cl)c1OC (stereo not given)	5	-4	-0.16	1563	-0.5	1	2	-6	2	0	4
COc1ccc(-c2nc3ccc(C)cn3c2NCc2ccc3c(c2)OCO3)cc1	0	17	-0.23	1836	0.5	0.8	37	-1	8	7	4
O=S(=O)(c1ccc(Oc2ccc(Cl)cc2)c(S(=O)(=O)N2CCCCC2)c1)N1CCCCC1	4	8	·	1562	2.1	0.9	2	·	5	-3	-4
CCOc1ccc(NC(=S)NC(=O)c2c(Cl)c(C)nn2C)c([N+](=O)[O-])c1	3	24	0.35	1712	-0.8	0.8	-3	9	-4	2	2
CC(C)N1C[C@@]23C=C[C@@H](O2)C(C(=O)OCc2ccccc2)[C@H]3C1=O (stereo not given in full)	4	9	-0.022	1681	0.2	0.9	-3	-17	-7	9	3
Cc1ccc(OCC(=O)NCC(=O)n2nc(C)cc2C)cc1	-9	4	0.26	1557	2.3	1	-7	·	-6	-3	1
Cc1occc1C(=O)N1CCN(c2ncccn2)CC1	4	5	·	1486	-0.4	1	-10	-20	-3	0	4
Cc1cccc(N(CC(=O)NCC2CCCO2)C(=O)CCC(=O)Nc2cc(C)on2)c1 (stereo not given)	-9	-1	-0.36	1624	0.5	1	-6	-9	6	1	-2
CCc1nnc(SCC(=O)Nc2ccc(N3CCOCC3)cc2)o1	15	7	0.57	1519	-0.3	0.9	-2	·	5	6	6
CC(=O)Nc1cccc(C(=O)N/N=C/c2ccc(C)o2)c1	1	-29	-0.78	1679	4.2	1.3	0	-5	0	7	9
C/C(=N/NC(=O)c1ccc(C)s1)c1cccc(NC(=O)COc2ccc(Cl)cc2Cl)c1	-12	31	0.41	1313	2.5	0.7	6	·	-14	5	-1
Cc1cccc(-c2c3c(=O)n(C)c(=O)n(C)c3c3nnc4ccccc4n23)c1	-10	·	·	1520	2.6	·	1	-6	7	-2	-12
CCOC(=O)Cc1nnc(NC(=O)CSc2nnc3c(n2)[nH]c2ccccc23)s1	0	-4	·	1490	-0.1	1	-1	-8	2	4	-2
O=C(NN=C1CCCCCC1)c1ccc2c(c1)OCO2	-3	3	0.91	1539	-0.8	1	-1	-14	-10	3	-6

Given with bars between the fields: 2 of the compounds above.
compound | PPARg SRC3 recr | bIAP inhibitor | ROMK mod | TR-FRET SRC-2 ct | Redox H2O2 prof | bIAP activator | Lmaj promast | S1P3 antag | TLR4-MyD88 BLA | PPARg SRC-2 ag | PPARg SRC-1 ag
Cc1occc1C(=O)N1CCN(c2ncccn2)CC1 | 4 | 5 | · | 1486 | -0.4 | 1 | -10 | -20 | -3 | 0 | 4
Cc1cccc(-c2c3c(=O)n(C)c(=O)n(C)c3c3nnc4ccccc4n23)c1 | -10 | · | · | 1520 | 2.6 | · | 1 | -6 | 7 | -2 | -12
